CAL PDZ FP-1: human CAL PDZ-peptide interaction inhibition | purified CAL PDZ, TMR-peptide fluorescence polarization, 1 h | actives 0.02% (n = 330,000) | AID 504414 | inhibition, % at 20 µM;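 active means highest replicate inhibition of at least 40%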;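 further: plate controls were DMSO neutral control wells for no effect and unlabeled competitor peptide control wells for full effect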
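Test system: purified CerCALP PDZ construct; Compound dosing: one concentration, 20 µM compound; Also added: TMR-labelled reporter peptide T*-PRC34 bound in PDZ groove; Read-out: inhibition from polarization loss; Controls: unlabelled peptide and DMSO controls; Signal: FP readout, S and P plane fluorescence; Incubation: 1 h at RT.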
NSD2 inh: inhibitors of human histone methyltransferase NSD2; actives 0.54% (n = 310,000); O96028; inhibition, % at 12.5 µM; AID 743445; NSD2 peptide methylation, AlphaScreen, 120 min; in the data active means inhibition above about 50%
V-ATPase pH: alters yeast V-ATPase proton transport. AID 504577. S. cerevisiae, pHLuorin cytosolic pH fluorescence. actives 0.37% (n = 350,000). response, % at 10 µM; in the data active means response mostly above about 7.3%, no sharp cut-off; inactive means mostly below about 5.4%; further: actives read high; inactives centre near 0; some compounds called inactive have numbers as strong as hits
DAGLB inh: blocks human DAGLB lipase activity; inhibition, % at 5.17 µM; AID 504411; actives 0.059% (n = 340,000); HEK293T DAGLB membrane lysate, EnzChek fluorogenic substrate; in the data active means inhibition above about 34%;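 further: 0% = enzyme with vehicle and 100% = wells lacking enzyme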
LANA DNA inh: KSHV C-LANA DNA binding inhibition | MBP-C-LANA/FAM-LBS DNA binding, fluorescence polarization | inhibition, % at 9 µM | actives 0.078% (n = 340,000);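 active means highest replicate inhibition at or above 60% at 9 µM, even if other replicates fall short; inactive means all replicates below 60% inhibition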;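 further: 0% = neutral control wells and 100% = 4 µM acridine orange control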
Keap1-Nrf2 PPI: inhibitors of human Keap1-Nrf2 protein-protein interaction. Q14145. Keap1 Kelch-Nrf2 peptide fluorescence polarization, 1536-well. inhibition, % at 9.4 µM. actives 0.15% (n = 340,000); in the data active means inhibition above about 12%; inconclusive means no clear call, values can overlap the other calls; inactive means below about 7.3%;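 further: human Keap1 Kelch domain with fluorescein labeled Nrf2 9mer peptide probe; 0% = neutral control wells and 100% = peptide positive control; higher means more block of Keap1 binding to Nrf2 peptide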
CAL PDZ FP-2: CAL PDZ (human) peptide binding inhibition. Q9HD26. purified CAL PDZ, TMR-peptide fluorescence polarization, 1 h. inhibition, % at 24.9 µM. actives 0.92% (n = 300,000). AID 602252;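 active means mean inhibition of at least 30% with at least half of replicates also reaching 30%; inconclusive means no clear call, values can overlap the other calls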;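 further: 0% = DMSO neutral control and 100% = excess unlabeled competitor peptide PRC23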
Cardiac RTF inh: cardiac RTF calcium desensitization; P19429+P45379; IANBD-labeled cardiac RTF, Ca2+ fluorescence; inhibition, % at 7.15 µM; actives 0.12% (n = 340,000); AID 493244;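 active means inhibition above the mean inhibition of all tested compounds plus 3 SD, cut at about 17% in these data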;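 further: assay run at fixed EC70 calcium of 1.6 mM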
Arrestin-AP2 inh: human beta-arrestin and AP2 interaction inhibition; AID 504490; actives 0.31% (n = 340,000); FITC-arrestin peptide / GST-AP2 beads, flow cytometry; AP2 beta2 appendage carries R879A mutation; inhibition, % at 10 µM;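 active means inhibition above a set limit, near 3 SD of compounds lacking own fluorescence, cut at about 54% in these data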;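 further: plate controls were DMSO wells for no effect and 5 µM unlabelled arrestin peptide for full effect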
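Material – AP2 appendage R879A on GSH beads · Buffer or medium – PBS with 0.05% Tween 20 and 0.1% BSA · Probe or stimulus – fluorescein-tagged arrestin peptide at 50 nM final · Incubation – compound with beads 12 min RT, then probe 1 h RT · Detection – high-throughput flow cytometry of beads, ex 488, em 535 nm · Evaluation – percent response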
Pemphigus Ab inh: inhibitors of pemphigus antibody binding to human desmoglein-3. actives 0.48% (n = 310,000). binding (percent of control), % at 10 µM. P32926. DSG3-coupled beads, scFv-anti-DSG3-GFP binding, flow cytometry; hits give low values;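 active means binding more than 3 SD below its plate's average and above zero; inconclusive means below that plate limit but binding exactly zero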;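 further: hits lower antibody fragment binding to DSG3; some compounds called inactive have numbers as strong as hits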
Target sequence (P32926 whole entry, looked up, the tested form may be a part): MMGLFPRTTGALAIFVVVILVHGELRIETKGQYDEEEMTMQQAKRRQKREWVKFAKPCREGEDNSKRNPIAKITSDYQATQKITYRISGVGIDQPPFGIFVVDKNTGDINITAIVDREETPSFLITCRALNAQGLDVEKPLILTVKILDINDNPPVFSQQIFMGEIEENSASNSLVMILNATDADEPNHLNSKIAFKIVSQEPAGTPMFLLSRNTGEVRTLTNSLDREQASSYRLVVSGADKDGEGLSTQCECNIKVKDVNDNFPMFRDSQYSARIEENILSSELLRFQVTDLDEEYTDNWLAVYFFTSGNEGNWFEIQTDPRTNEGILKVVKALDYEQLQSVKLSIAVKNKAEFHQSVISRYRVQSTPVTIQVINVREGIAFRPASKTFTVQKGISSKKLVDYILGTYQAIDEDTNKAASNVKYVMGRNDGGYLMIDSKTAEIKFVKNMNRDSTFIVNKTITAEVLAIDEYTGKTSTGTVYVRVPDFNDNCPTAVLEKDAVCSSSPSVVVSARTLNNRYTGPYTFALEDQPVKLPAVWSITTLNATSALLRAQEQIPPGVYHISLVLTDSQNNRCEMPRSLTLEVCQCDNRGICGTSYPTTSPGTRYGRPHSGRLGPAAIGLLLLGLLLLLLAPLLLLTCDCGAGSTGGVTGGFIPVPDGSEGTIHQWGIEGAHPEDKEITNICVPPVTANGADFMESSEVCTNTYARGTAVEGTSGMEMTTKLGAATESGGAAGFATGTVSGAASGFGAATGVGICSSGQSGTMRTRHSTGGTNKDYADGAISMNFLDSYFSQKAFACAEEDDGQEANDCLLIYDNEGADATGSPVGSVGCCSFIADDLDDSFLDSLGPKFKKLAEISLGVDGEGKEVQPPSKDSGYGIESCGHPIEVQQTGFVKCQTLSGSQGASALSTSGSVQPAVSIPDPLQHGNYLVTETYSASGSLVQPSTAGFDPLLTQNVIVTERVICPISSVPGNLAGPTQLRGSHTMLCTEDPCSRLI
Starred values were filed as active, the others as inactive; ? = inconclusive; nt = not tested or not shown. This is a subset (hit frequency here may not be typical).

The line under a structure holds: CAL PDZ FP-1, Cardiac RTF inh, CAL PDZ FP-2, NSD2 inh, DAGLB inh, V-ATPase pH, Keap1-Nrf2 PPI, LANA DNA inh, Pemphigus Ab inh, Arrestin-AP2 inh
1	Cc1cc(C)nc(SCSc2nc(C)cc(C)n2)n1
    -1.4, -6, 1, 0, 4, 1, 3, -1.2, 123, -11
2	CCOCCCNC(=O)C(NC(=O)c1ccc2c(c1)OCO2)c1ccc(OC)cc1 (centres undefined)
    nt, -6, -3, -1, 2, 0, -1, -0.1, 106, 3
3	CN1CC(COCc2ccccc2)Oc2ccccc2S1(=O)=O (centres undefined)
    0.0, -2, -2, nt, -1, -2, -1, 1.5, 99, 5
4	CCOc1ccc2[nH]c(=O)c(CN(CCCN3CCOCC3)Cc3nnnn3Cc3ccc(OC)cc3)cc2c1
    -1.0, 5, -2, 3, 2, 4, 0, -0.4, 107, -6
5	COC(=O)c1sc(NC(=O)CSc2nnc(Cn3nnc4ccccc43)n2C)nc1C
    -0.1, -6, 2, -3, 0, nt, -1, 0.7, 85, 5
6	CCCCC(=NCCc1c(C)[nH]c2ccc(OC)cc12)C1=C(O)CC(c2ccccc2)CC1=O (centres undefined)
    -0.9, 5, 8, -5, -3, -1, 1, 0.1, nt, -6
7	CCOC(=O)C1=C(O)/C(=C/c2ccc(OCC(=O)O)c(OC)c2)SC1=Nc1ccc(OCC)cc1
    -7.4, -8, -8, 6, 7, -1, 3, 0.8, 99, -28
8	N#C/C(=C\c1cccs1)C(=O)NCc1ccco1
    -1.3, -8, nt, 3, -2, 1, 0, -0.6, 93, -7
9	COCCNC(=O)/C(C#N)=C/c1cccc(NC(=O)c2ccccc2Cl)c1
    -0.8, -18, -4, -1, 4, 14, -12, 2.5, 98, -3
10	C(=C\c1ccccc1)/CSc1ccccn1
    -0.7, 14, -8, nt, -9, 2, 0, 0.5, 113, 3

The line under a structure holds: CAL PDZ FP-1, Cardiac RTF inh, CAL PDZ FP-2, NSD2 inh, DAGLB inh, V-ATPase pH, Keap1-Nrf2 PPI, LANA DNA inh, Pemphigus Ab inh, Arrestin-AP2 inh
11	CCOC(=O)N1CCC(NC(=O)CCc2nc(-c3ccc(C)cc3)no2)CC1
    -2.6, -10, 0, nt, 1, 0, 0, -0.8, 101, 6
12	CCC1Oc2ccc(C)cc2N(CC(=O)NCC2COc3ccccc3O2)C1=O (centres undefined)
    -0.2, -9, nt, nt, -8, -6, -3, -0.2, 100, -1
13	CC(=O)Cc1nsc(Nc2ccc3c(c2)OCCO3)n1
    -0.8, 10, -1, 4, -1, 2, -6, -0.1, 109, -169
14	C/C(=N\Nc1nc2ccccc2[nH]1)c1ccc2c(c1)OCO2
    2.1, 6, -3, 6, -2, -1, -7, -0.5, 128, -3
15	N#Cc1ccccc1CSc1nc2ccc(NC(=O)c3ccccc3C(=O)O)cc2s1
    -1.2, 6, 2, 2, 0, -2, -3, 1.1, 102, 24
16	COc1ccc(S(=O)(=O)N(C)C[C@H]2Oc3c(NC(=O)CCC(F)(F)F)cccc3C(=O)N([C@H](C)CO)C[C@@H]2C)cc1
    -0.5, 1, -1, nt, -2, 1, -1, 4.1, 95, -8
17	CCOc1ccc(NC(=O)CSc2nc3ccccc3c(=O)n2Cc2cccs2)cc1
    -3.2, 0, -1, -3, -3, -3, -2, -0.4, 116, 17
18	COc1ccccc1NC(=O)C(C)OC(=O)CCNS(=O)(=O)c1ccc(C)c(C)c1 (centres undefined)
    -2.1, -11, -2, -1, 1, -1, -7, 1.2, 110, 7
19	COc1cc(/C=N/NC(=S)NCC2CCCO2)cc(OC)c1OC (centres undefined)
    0.9, -9, 36*, 1, -3, 6, -2, 0.5, 84*, -15
20	CCOC(=O)c1sc2nc(C)nc(SCC(=O)N(CC)C3CCS(=O)(=O)C3)c2c1C (centres undefined)
    -2.0, -2, -1, -6, 1, -1, -4, 1.3, 89, 12

The line under a structure holds: CAL PDZ FP-1, Cardiac RTF inh, CAL PDZ FP-2, NSD2 inh, DAGLB inh, V-ATPase pH, Keap1-Nrf2 PPI, LANA DNA inh, Pemphigus Ab inh, Arrestin-AP2 inh
21	O=C1CSC(c2cn(-c3ccccc3)nc2-c2cc3ccccc3o2)N1Cc1ccccc1 (centres undefined)
    -0.4, -1, -1, -1, -5, -3, 0, -0.1, nt, 14
22	COc1cccc(-c2csc(N3CCN(C(=S)Nc4ccccc4OC)CC3)n2)c1
    -2.2, -10, 0, nt, -3, -1, 2, -0.1, 100, -10
23	O=C(Nc1ccon1)c1cnc2sccn2c1=O
    0.0, 6, 1, -2, 3, -1, 2, 1.7, 108, 20
24	CC(Oc1cccc(Br)c1)C(=O)NNC(=O)CCS(=O)(=O)c1ccccc1 (centres undefined)
    0.6, -2, 1, -1, -2, -1, 1, 1.8, 101, -2
25	O=C(COC(=O)C1CC(=O)N(CCc2ccccc2)C1)c1ccc[nH]1 (centres undefined)
    0.4, -6, -5, -1, -2, 0, 0, 2.5, 101, -12
26	CCc1ccc(NC(=O)C2CCN(S(=O)(=O)c3c(C)[nH]c(=O)[nH]c3=O)CC2)cc1
    -0.7, 12, -3, nt, 1, -4, 3, 2.7, 100, 27
27	O=C(NCC1CCCO1)C(c1cccs1)N(Cc1ccccc1)C(=O)c1ccc(-c2ccccc2)[nH]1 (centres undefined)
    -1.0, 10, 2, -2, 1, 1, -1, 0.9, 104, 14
28	COc1ccc(NC(=O)C2CCCCC2)cc1S(=O)(=O)N1CCOCC1
    0.3, 9, -5, 38, -2, 0, 2, 2.3, 125, 11
29	CCC(=O)Nc1ccc2c(c1)nc(CCN1CCC(C)CC1)n2C
    -2.7, -9, -2, -1, 1, 1, -5, -1.5, 99, 8
30	Cc1c(C)c2c(c(C)c1O)CCC(C)(C(=O)O)O2 (centres undefined)
    0.1, 8, 0, nt, 1, -2, -1, 0.5, nt, -1

The line under a structure holds: CAL PDZ FP-1, Cardiac RTF inh, CAL PDZ FP-2, NSD2 inh, DAGLB inh, V-ATPase pH, Keap1-Nrf2 PPI, LANA DNA inh, Pemphigus Ab inh, Arrestin-AP2 inh
31	COCCN(C(=O)CCC(=O)Nc1nccs1)C(C(=O)NC(C)(C)C)c1ccc(C)cc1 (centres undefined)
    -3.2, -12, -5, 0, 0, 9, 0, -0.4, 105, 15
32	Cc1ccc(C(=O)N2CCOCC2)cc1S(=O)(=O)Nc1cccc(C)c1C
    -0.6, 3, -3, -1, 2, -3, 5, -0.9, 106, 27
33	COc1ccc(C(=O)c2coc3ccc(O)c(CN4CCOCC4)c23)cc1
    -0.5, 2, -2, nt, 0, -2, -1, -0.2, nt, -2
34	O=C(Nc1ccc(Cl)c(C(F)(F)F)c1)N1CCCC(O)C1 (centres undefined)
    -2.2, 0, -3, -1, -1, 1, -7, 3.0, 112, -6
35	O=C(NC1CCCCC1)c1c(O)nc2sccn2c1=O
    -0.5, -1, -3, 1, 1, 12*, 1, -1.0, 114, 38
36	CC(C)(C)c1ccc(OCC(=O)NNC(=O)c2cccnc2)cc1
    -0.9, nt, -11, -2, nt, 1, -1, -2.0, nt, 7
37	CC1(C)Cc2c(sc(NC(=O)COc3ccc(Cl)cc3Cl)c2C(N)=O)C(C)(C)N1
    0.0, -1, -4, -2, 4, 0, -2, -1.4, 99, -2
38	COc1cccc(C(=O)OCC(=O)Nc2ccc3c(c2)OCCO3)c1
    -0.1, 0, 0, 0, -6, -5, 1, 1.8, 92, 4
39	C[C@@H](C(=O)Nc1nc(-c2ccccn2)cs1)N1C(=O)C2CCCCC2C1=O (some centres undefined)
    -2.1, -2, -5, nt, -1, 0, 7, 2.2, 98, -3
40	CN1/C(=C\C(=O)COC(=O)CNC(=O)c2ccccc2F)C(C)(C)c2ccccc21
    -0.8, 10, -3, -2, 0, -2, -6, 2.9, 106, 10

The line under a structure holds: CAL PDZ FP-1, Cardiac RTF inh, CAL PDZ FP-2, NSD2 inh, DAGLB inh, V-ATPase pH, Keap1-Nrf2 PPI, LANA DNA inh, Pemphigus Ab inh, Arrestin-AP2 inh
41	O=C(O)CSc1nc2ccccc2o1
    -2.3, -6, -2, 1, -2, 5, 2, -0.7, 107, 31
42	CC(=O)Nc1ccc(S[C@@H](CCN2CC[C@H](C(C)(C)C)CCC2=O)c2ccccc2)cc1
    0.4, 7, -1, nt, -4, 1, -3, -0.1, 99, 1
43	CCCS(=O)(=O)N1CCCC(C(=O)c2ccccc2OC)C1 (centres undefined)
    -0.1, -2, nt, -1, -6, -3, 2, 0.1, 95, 28
44	CCN1C(=O)c2ccc(C(=O)NCc3ccccc3)cc2C1=O
    nt, -8, 1, 0, -1, 5, -1, 0.8, 95, 10
45	CCOC(=O)CC1CCCCN1Cc1cn[nH]c1-c1ccc(F)cc1F (centres undefined)
    -1.9, -5, 4, nt, 0, 4, -6, -1.2, 102, 2
46	O=C(c1sc2cc([N+](=O)[O-])ccc2c1Cl)N1CCOCC1
    -1.3, -1, -1, nt, -1, 1, 1, 0.0, 103, -6
47	O=C(NNC(=O)c1ccccc1F)c1ccc(-c2ccccc2Cl)o1
    nt, nt, nt, 3, -1, 3, nt, nt, 100, nt
48	COc1ccc(-c2csc(Nc3ccccn3)n2)cc1
    nt, 2, -6, 1, -4, -3, -5, -2.0, 108, -13
49	CCCSc1nc(N)nc(-c2cccs2)c1C#N
    -2.4, 4, nt, -1, -3, 1, -1, 1.6, 100, 8
50	CCC(C)NC(=O)Nc1ccc(Br)cc1 (centres undefined)
    -2.8, -1, -2, -4, -2, -1, -4, 1.3, 105, 1

The line under a structure holds: CAL PDZ FP-1, Cardiac RTF inh, CAL PDZ FP-2, NSD2 inh, DAGLB inh, V-ATPase pH, Keap1-Nrf2 PPI, LANA DNA inh, Pemphigus Ab inh, Arrestin-AP2 inh
51	COc1ccc(OCCCC(=O)Nc2ccc(S(=O)(=O)N3CCOCC3)cc2)cc1
    0.4, -9, 0, 2, -1, 1, 1, 0.6, 102, -6
52	CCOC(=O)c1cnc(SCc2ccc(C(C)(C)C)cc2)nc1N
    -1.5, 5, ?, -1, -12, 7, -9, -0.9, 103, -1
53	CCOC(=O)C(CC)(CCC(=O)O)c1csc(Nc2ccc(C)cc2)n1 (centres undefined)
    -3.1, -13, -4, 1, -1, 1, -2, 1.2, 102, -2
54	COC(=O)c1cn(-c2ccccc2)nc1-c1ccc(OC)cc1
    -3.0, -3, -3, -5, -6, 4, -1, -0.3, 91, 45

Quoted at random: 2 entries already listed.
The line under a structure holds: CAL PDZ FP-1, Cardiac RTF inh, CAL PDZ FP-2, NSD2 inh, DAGLB inh, V-ATPase pH, Keap1-Nrf2 PPI, LANA DNA inh, Pemphigus Ab inh, Arrestin-AP2 inh
53	CCOC(=O)C(CC)(CCC(=O)O)c1csc(Nc2ccc(C)cc2)n1 (centres undefined)
    -3.1, -13, -4, 1, -1, 1, -2, 1.2, 102, -2
54	COC(=O)c1cn(-c2ccccc2)nc1-c1ccc(OC)cc1
    -3.0, -3, -3, -5, -6, 4, -1, -0.3, 91, 45

High-throughput results from PubChem BioAssay.
